Source: PubChem
Her2 expr inh – inhibitors of human Her2 kinase expression | AID 645 | HER2 level % of control, % at 10 µM | P04626 | SKBR-3 HER2 protein level, AlphaScreen, 18-24 h; active compounds read low | 65,000 tested, 0.69% active;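 active means HER2 level under 5% of the carrier-only control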;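 further: 100% = DMSO carrier and 0% = 500 nM PU-H71 HSP90 inhibitor; lower value means stronger loss of Her2 protein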
ROCK2 blocker – ROCK2 (human) kinase inhibition; 60,000 tested, 0.35% active; inhibition, % at 6 µM; purified ROCK2, Kinase-Glo ATP depletion luminescence; O75116;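 active means inhibition above the screen-wide mean inhibition plus 3 SD, cut at about 18% in these data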;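 further: plate controls were DMSO wells for no effect and Y-27632 control wells after no-enzyme background subtraction for full effect; many of its hits are not listed in these tables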
PKA kinase inh – PKA (human) kinase inhibition; PKA Kemptide phosphorylation, Kinase-Glo ATP luminescence; AID 524; 65,000 tested, 0.1% active; inhibition, % at 6 µM;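 active means inhibition above the screen-wide mean inhibition plus 3 SD, cut at about 21% in these data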; further: many of its hits are not listed in these tables
Starred values were filed as active, the others as inactive. Only part of the results is shown; count on the stated rates, not on these rows.

Cc1ccc(N2C(=O)C3ON(c4ccccc4)C(c4ccncc4)C3C2=O)c(C)c1 (stereo unspecified)
  Her2 expr inh = 153 | ROCK2 blocker = 10 | PKA kinase inh = 6

COc1ccccc1N(CC(=O)NCCSc1ccccc1)S(C)(=O)=O
  Her2 expr inh = 77 | ROCK2 blocker = 1 | PKA kinase inh = 4

CCCn1c(SCC(=O)NCCc2ccc(OC)c(OC)c2)nc2c1c(=O)n(C)c(=O)n2C
  Her2 expr inh = 111 | ROCK2 blocker = 2 | PKA kinase inh = 4

O=C(O)CCc1ccc(-c2ccccc2)n1-c1cccc(O)c1
  Her2 expr inh = 107 | ROCK2 blocker = 1 | PKA kinase inh = 4

CC(C)CCn1c(Sc2nc3ccccc3s2)nc2c1c(=O)[nH]c(=O)n2C
  Her2 expr inh = 98 | ROCK2 blocker = 3 | PKA kinase inh = 6

CCOC(=O)c1cc2c(=O)n3ccccc3nc2n(Cc2ccccc2Cl)c1=N
  Her2 expr inh = 107 | ROCK2 blocker = -12 | PKA kinase inh = 1

CN1C(=O)C2ON(c3ccccc3)C(c3cccs3)C2C1=O (stereo unspecified)
  Her2 expr inh = 150 | ROCK2 blocker = 6 | PKA kinase inh = 4

c1ccc(-c2nnc3n2NC(c2ccc4c(c2)OCO4)S3)cc1 (stereo unspecified)
  Her2 expr inh = 80 | ROCK2 blocker = 4 | PKA kinase inh = 4

COc1cc(Cn2c(=O)oc3ccc(C)cc32)ccc1OC(C)C
  Her2 expr inh = 128 | ROCK2 blocker = -1 | PKA kinase inh = -4

Cc1nc(CNS(=O)(=O)c2ccc(Oc3ccccc3)cc2)cs1
  Her2 expr inh = 112 | ROCK2 blocker = 3 | PKA kinase inh = 2

CN(C)CCCNc1oc(-c2ccc(Cl)cc2)nc1C#N
  Her2 expr inh = 70 | ROCK2 blocker = -4 | PKA kinase inh = 4

CCC(CC)C(=O)Nc1nnc(SCC(=O)N2CCN(c3ccccc3OC)CC2)s1
  Her2 expr inh = 69 | ROCK2 blocker = 3 | PKA kinase inh = 6

Cc1cc(NC(=O)C2(c3ccccc3)CCCC2)no1
  Her2 expr inh = 74 | ROCK2 blocker = 9 | PKA kinase inh = 10

COc1ccc(NC(=O)c2oc3cc(C)c(C)cc3c2C)c(OC)c1
  Her2 expr inh = 74 | ROCK2 blocker = 5 | PKA kinase inh = 10

Nc1nc(NCc2cccs2)nn1-c1ccccc1
  Her2 expr inh = 91 | ROCK2 blocker = 2 | PKA kinase inh = 6

Sorted by the number under ROCK2 blocker (descending): three from the list above.
Compound	ROCK2 blocker
COc1ccc(NC(=O)c2oc3cc(C)c(C)cc3c2C)c(OC)c1	5
Nc1nc(NCc2cccs2)nn1-c1ccccc1	2
O=C(O)CCc1ccc(-c2ccccc2)n1-c1cccc(O)c1	1

Other results follow:
Cc1cc2cc(CNC(=O)Nc3ccccc3)ccc2n1C
  Her2 expr inh = 104 | ROCK2 blocker = 6 | PKA kinase inh = 1

CCOC(=O)Cc1csc(NC(=O)Nc2ccccc2)n1
  Her2 expr inh = 112 | ROCK2 blocker = 6 | PKA kinase inh = 8

Nc1ccc(C(=O)c2ccc3c(c2)OCCO3)cc1N
  Her2 expr inh = 72 | ROCK2 blocker = 5 | PKA kinase inh = 9

CCN(CC)S(=O)(=O)c1ccc2nc(NC(=O)c3cccs3)sc2c1
  Her2 expr inh = 98 | ROCK2 blocker = 0 | PKA kinase inh = 2

Cc1cc2nnc(SCC(=O)NCc3ccco3)n2c2ccccc12
  Her2 expr inh = 94 | ROCK2 blocker = 6 | PKA kinase inh = 5

COc1ccc(-c2nnc(SCC(=O)N3CCCC3)o2)cc1OC
  Her2 expr inh = 98 | ROCK2 blocker = 2 | PKA kinase inh = 8

CCOC(=O)C1C2C=CC3(CN(CCc4ccccc4)C(=O)C13)O2 (stereo unspecified)
  Her2 expr inh = 99 | ROCK2 blocker = 7 | PKA kinase inh = 9

COc1ccc(C)cc1NC(=O)c1cnc2n(c1=O)CCS2
  Her2 expr inh = 101 | ROCK2 blocker = 6 | PKA kinase inh = 6

Cc1ccc(-n2c(=O)[nH]cc(C(=O)Nc3ccc4c(c3)OCCO4)c2=O)cc1C
  Her2 expr inh = 79 | ROCK2 blocker = 3 | PKA kinase inh = -1

CCCCn1c(CN(Cc2ccccc2)Cc2ccccc2)nc2c1c(=O)n(C)c(=O)n2C
  Her2 expr inh = 64 | ROCK2 blocker = 2 | PKA kinase inh = 3

O=C(Nc1ccccc1)Nc1nncs1
  Her2 expr inh = 100 | ROCK2 blocker = 2 | PKA kinase inh = 12

Cn1c(SCC(=O)Nc2cc(=O)n(C)c(=O)n2C)nnc1-c1cccs1
  Her2 expr inh = 85 | ROCK2 blocker = -1 | PKA kinase inh = -9

COc1cc(S(=O)(=O)N2CCN(c3ccccc3F)CC2)c(OC)cc1Cl
  Her2 expr inh = 116 | ROCK2 blocker = 5 | PKA kinase inh = 11

C=CCn1c(N2CCCCCC2)nc2c1c(=O)[nH]c(=O)n2C
  Her2 expr inh = 69 | ROCK2 blocker = 1 | PKA kinase inh = 2

CCCS(=O)(=O)NCc1cn2cccc(C)c2n1
  Her2 expr inh = 97 | ROCK2 blocker = 5 | PKA kinase inh = 11

Entries above that have a furan ring, fused or not (2):
COc1ccc(NC(=O)c2oc3cc(C)c(C)cc3c2C)c(OC)c1
  Her2 expr inh = 74 | ROCK2 blocker = 5 | PKA kinase inh = 10

Cc1cc2nnc(SCC(=O)NCc3ccco3)n2c2ccccc12
  Her2 expr inh = 94 | ROCK2 blocker = 6 | PKA kinase inh = 5

Three records picked at random from those above:
CCOC(=O)C1C2C=CC3(CN(CCc4ccccc4)C(=O)C13)O2 (stereo unspecified)
  Her2 expr inh = 99 | ROCK2 blocker = 7 | PKA kinase inh = 9

Nc1ccc(C(=O)c2ccc3c(c2)OCCO3)cc1N
  Her2 expr inh = 72 | ROCK2 blocker = 5 | PKA kinase inh = 9

COc1ccc(-c2nnc(SCC(=O)N3CCCC3)o2)cc1OC
  Her2 expr inh = 98 | ROCK2 blocker = 2 | PKA kinase inh = 8

Additional structures follow:
| smiles | Her2 expr inh | ROCK2 blocker | PKA kinase inh |
| --- | --- | --- | --- |
| CC(=O)Cc1nsc(NC(=O)c2ccc(-c3ccccc3Cl)o2)n1 | 87 | 0 | 12 |
| CCCCCC(=O)Nc1ccc2oc(-c3cccnc3)nc2c1 | 61 | 3 | 2 |
| CCCn1nnc(NC(=O)Cc2ccc(Cl)cc2)n1 | 97 | -2 | -6 |
| CCCNC(=O)N1CCN(c2ncccn2)CC1 | 86 | -2 | -1 |
| CCOc1ccc(/C(O)=C2/C(=O)C(=O)N(c3nc(C)c(C)s3)C2c2ccco2)cc1 (stereo unspecified) | 115 | -9 | 2 |
| CC(=O)Nc1ccc(S(=O)(=O)NCc2cn3ccsc3n2)cc1 | 116 | 4 | 2 |
| Cc1ccc(Cn2nnc3c(=O)n(Cc4cccc(C)c4)cnc32)cc1 | 136 | -1 | 3 |
| Cc1c(NC(=O)CN2C(=O)c3cccc4cccc2c34)c(=O)n(-c2ccccc2)n1C | 78 | 9 | 12 |
| COC(=O)c1ccccc1NC(=O)CN1CCN(C(=O)c2ccco2)CC1 | 113 | -3 | -1 |
| Cc1c(NC(=O)CSc2nc(-c3ccco3)cc(C(F)(F)F)n2)c(=O)n(-c2ccccc2)n1C | 90 | 7 | 8 |
| CC/C(CC(C)(C)c1ccccc1)=N\O | 75 | 3 | 0 |

Ordered by heavy-atom count (rising): some entries from above
| smiles | Her2 expr inh | ROCK2 blocker | PKA kinase inh |
| --- | --- | --- | --- |
| CC(=O)Cc1nsc(NC(=O)c2ccc(-c3ccccc3Cl)o2)n1 | 87 | 0 | 12 |
| CCOc1ccc(/C(O)=C2/C(=O)C(=O)N(c3nc(C)c(C)s3)C2c2ccco2)cc1 (stereo unspecified) | 115 | -9 | 2 |
| Cc1c(NC(=O)CSc2nc(-c3ccco3)cc(C(F)(F)F)n2)c(=O)n(-c2ccccc2)n1C | 90 | 7 | 8 |
